NR2F2 inh – blocks human COUP-TFII nuclear receptor; P24468; HEK293T NGFI-A luciferase reporter, luminescence; inhibition, % at 8.6 µM; actives 0.7% (n = 370,000);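 active means inhibition above a per-plate cutoff, mean inhibition of test wells between control levels plus 3 SD, cut at about 38% in these data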;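 further: cells cotransfected with COUP-TFII expression vector driving the NGFI-A reporter; 0% = median of COUP-TF2 test wells and 100% = reporter-only cells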
NCOA1 inh – human NCOA1 inhibition; Q15788; HEK293 GAL4-SRC1 luciferase reporter, luminescence; inhibition, % at 3.6 µM; actives 0.12% (n = 360,000);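 active means inhibition above the campaign mean plus 3 SD, with each screening campaign given its own cutoff, cut at about 60% in these data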;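 further: 0% = DMSO treated cells and 100% = gossypol at 36 µM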
TROY signal inh – TROY signaling inhibition; actives 0.98% (n = 360,000); inhibition, % at 10 µM; Q293 LMP1-TROYcd NF-kB luciferase reporter, 4 h;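 active means compounds whose plate-normalised and pattern-corrected inhibition of the luciferase reporter signal at the single screening dose is 50% or more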
NCOA3 inh – inhibitors of human steroid receptor coactivator 3 (SRC3); HEK293 GAL4-SRC3 luciferase reporter, luminescence; actives 0.17% (n = 360,000); inhibition, % at 3.6 µM;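 active means inhibition above a per-campaign cutoff, the mean of all compounds plus 3 SD, cut at about 60% in these data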;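 further: 0% = DMSO-treated cells and 100% = gossypol-treated cells at 36 µM; higher means less SRC3-driven luciferase light from the GAL4 reporter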
Target sequence (Q9Y6Q9 whole entry, looked up, the tested form may be a part): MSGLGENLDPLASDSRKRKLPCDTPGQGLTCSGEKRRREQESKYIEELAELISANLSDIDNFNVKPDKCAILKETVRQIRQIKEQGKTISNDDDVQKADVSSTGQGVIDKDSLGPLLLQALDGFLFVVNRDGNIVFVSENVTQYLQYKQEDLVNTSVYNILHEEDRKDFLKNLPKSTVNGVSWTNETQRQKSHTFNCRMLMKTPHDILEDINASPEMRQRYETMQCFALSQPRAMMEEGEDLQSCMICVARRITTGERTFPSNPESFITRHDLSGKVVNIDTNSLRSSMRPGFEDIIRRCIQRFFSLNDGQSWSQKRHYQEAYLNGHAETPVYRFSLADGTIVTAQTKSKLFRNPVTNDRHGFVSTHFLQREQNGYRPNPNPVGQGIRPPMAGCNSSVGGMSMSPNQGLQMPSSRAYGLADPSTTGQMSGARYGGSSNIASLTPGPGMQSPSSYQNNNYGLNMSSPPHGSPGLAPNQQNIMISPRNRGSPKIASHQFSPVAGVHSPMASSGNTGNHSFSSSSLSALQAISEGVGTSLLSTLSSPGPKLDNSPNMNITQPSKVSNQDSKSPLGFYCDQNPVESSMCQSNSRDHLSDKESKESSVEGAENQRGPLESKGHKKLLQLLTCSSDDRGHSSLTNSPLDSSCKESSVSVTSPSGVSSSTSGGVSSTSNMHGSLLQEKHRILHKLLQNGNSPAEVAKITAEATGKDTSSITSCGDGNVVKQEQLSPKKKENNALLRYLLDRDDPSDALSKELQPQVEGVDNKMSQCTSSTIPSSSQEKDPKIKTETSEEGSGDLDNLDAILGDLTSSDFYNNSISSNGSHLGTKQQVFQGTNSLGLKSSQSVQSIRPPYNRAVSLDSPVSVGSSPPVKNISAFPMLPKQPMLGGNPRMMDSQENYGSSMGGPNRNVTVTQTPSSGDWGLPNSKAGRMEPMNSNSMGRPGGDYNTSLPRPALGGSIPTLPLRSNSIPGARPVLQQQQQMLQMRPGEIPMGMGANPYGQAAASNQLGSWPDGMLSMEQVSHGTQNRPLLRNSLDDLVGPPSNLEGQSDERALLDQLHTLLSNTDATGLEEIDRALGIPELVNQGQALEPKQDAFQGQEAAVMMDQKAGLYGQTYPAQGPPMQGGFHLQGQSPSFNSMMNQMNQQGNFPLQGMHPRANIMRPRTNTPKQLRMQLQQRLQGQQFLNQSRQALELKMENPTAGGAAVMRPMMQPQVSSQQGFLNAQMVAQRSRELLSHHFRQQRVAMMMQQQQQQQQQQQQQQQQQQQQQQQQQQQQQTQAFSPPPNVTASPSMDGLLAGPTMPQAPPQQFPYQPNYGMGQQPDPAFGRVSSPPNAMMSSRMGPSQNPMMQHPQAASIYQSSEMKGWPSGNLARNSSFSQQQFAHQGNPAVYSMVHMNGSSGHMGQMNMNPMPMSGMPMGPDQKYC
Shn3 inh set2 – inhibitors of Schnurri-3 3'UTR reporter in osteoblasts | Clone20 osteoblast Shn3 3'UTR firefly luciferase, 24 h | inhibition, % at 12.5 µM | actives 0.52% (n = 360,000) | AID 588674;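 active means mean inhibition of at least 75% with every replicate also reaching 75%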;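 further: 0% = median of neutral control wells and 100% = pilot-screen positive control compound; some compounds past the cut are filed as inactive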
TRAIL sens C8 – caspase-8 TRAIL sensitization; NB7+C8 cells + TRAIL, ATPlite viability luminescence; inhibition (viability loss, TRAIL sensitization), % at 10 µM; actives 1% (n = 360,000);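 active means compounds causing at least 50% loss of cell viability in the single-dose screen, relative to plate controls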
CF NFkB block – inhibitors of cystic fibrosis induced NF-kB | KKLEB NF-kB-GFP reporter, PAF-induced, GFP fluorescence overnight | actives 0.86% (n = 360,000) | AID 588850 | inhibition, % at 5 µM;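 active means at least 50% inhibition at 5 µM, scaled per plate between neutral and stimulator controls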;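 further: PAF is a Pseudomonas aeruginosa culture filtrate used as stimulus; plate controls were PAF-stimulated DMSO wells for no effect and unstimulated DMSO wells for full effect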
LRH-1 inv ag – NR5A2 inverse agonism in reporter assay | O00482 | inhibition, % at 3.6 µM | HEK293T StAR-luciferase reporter, LRH-1 transfected, 24 h | AID 602396 | actives 0.13% (n = 360,000);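 active means inhibition above the mean inhibition of all tested compounds plus 3 SD, cut at about 73% in these data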;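 further: 0% = DMSO wells and 100% = reporter-only cells lacking LRH-1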
TWEAK-Fn14 inh – inhibitors of TWEAK-Fn14 interaction signaling; TWEAK-stimulated Fn14 reporter cells, luciferase luminescence, 8 h; inhibition, % at 10 µM; actives 2% (n = 360,000); AID 1159606; in the data active means inhibition above about 50%
LMP1 NFkB inh – Epstein-Barr LMP1 NF-kappaB reporter inhibition; LMP1-induced NF-kappaB luciferase reporter cells, luminescence; inhibition, % at 12.5 µM; actives 0.69% (n = 350,000); AID 504558; in the data active means inhibition above about 41%;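 further: 0% = neutral control wells and 100% = reference inhibitor control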
KKLEB cytotox – CF airway cell cytotoxicity counter-screen; activity change (cytotoxicity), % at 5 µM; AID 602141; actives 0.36% (n = 360,000); KKLEB CF airway cells viability, ATPlite luminescence, overnight; hits give low values; cells stimulated with P. aeruginosa culture filtrate;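 active means corrected activity change at or below -50% at 5 µM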
The depositor's hits bear a star; x = not tested or not shown. These rows are one share of the data (hit frequency here may not be typical).

SMILES | NR2F2 inh | NCOA1 inh | TROY signal inh | NCOA3 inh | Shn3 inh set2 | TRAIL sens C8 | CF NFkB block | LRH-1 inv ag | TWEAK-Fn14 inh | LMP1 NFkB inh | KKLEB cytotox
NS(=O)(=O)c1ccc(CCNC(=O)COC(=O)CCc2ccccc2)cc1 | -19 | -7 | 19 | 6 | 9 | 3 | 5 | 4 | 19 | 4 | -6
CCN(c1cccc2ccccc12)S(=O)(=O)c1ccc(Cl)nc1 | 13 | 9 | 2 | 2 | 8 | 4 | 22 | 15 | 14 | 10 | -12
CCc1nc(NCCc2ccccn2)c2nnn(Cc3ccccc3F)c2n1 | 11 | 17 | 5 | 10 | 24 | -3 | -2 | -2 | 14 | 1 | -2
CC(C)NC(=O)CC(c1ccccc1)c1cc(Br)ccc1O (stereo not drawn) | x | 7 | -4 | 15 | -27 | -2 | -6 | 2 | 12 | 15 | 8
COc1ccc(C)cc1S(=O)(=O)Nc1ccc(F)cc1 | -5 | 13 | -7 | 4 | 11 | 1 | -12 | -20 | -35 | 3 | 14
CCOc1cc(/C=N/NS(=O)(=O)c2ccc(OC)cc2)ccc1OCCN1CCOCC1 | -16 | 8 | 14 | 15 | -4 | -20 | -7 | -4 | 23 | -3 | 8
O=C(CSc1nc2ccccc2n1Cc1ccccc1)N/N=C/c1ccccc1C(=O)O | 11 | -13 | 15 | 14 | x | -14 | 4 | 10 | -10 | -5 | 0
O=C(NCc1nc2ccccc2[nH]1)c1c(F)c(F)c(F)c(F)c1F | 8 | 11 | -18 | 9 | 7 | -7 | -9 | 5 | -10 | 7 | 5
C=CCn1c(SCC(=O)c2[nH]c(C)c(C(=O)OC)c2C)nc2scc(-c3ccc(OC)c(OC)c3)c2c1=O | -4 | -17 | -4 | 5 | 84 | 24 | 24 | 4 | -15 | 3 | -40
O=C(NCCCNC(=O)c1ccccc1F)c1ccco1 | 19 | 4 | -10 | -11 | 4 | -9 | -5 | -5 | 7 | -10 | -3
Cn1nnnc1SCc1cccc2ccccc12 | -12 | -14 | -10 | -18 | 4 | 5 | 10 | -8 | -4 | 0 | 6
COc1ccc(N2CCN(C(=O)CNC(=O)Cc3ccc(Cl)cc3)CC2)cc1 | -7 | -15 | 6 | -1 | -5 | 14 | 3 | -2 | 17 | 1 | -8
CCCCCc1c(O)nc(SCCN2CCOCC2)[nH]c1=O | 3 | -16 | 0 | -5 | -24 | -5 | 19 | -13 | 9 | -6 | -2
CCOC(=O)CNC(=O)CSc1nnc(-c2cccc(OC)c2)n1CC | 12 | 7 | 8 | 26 | 8 | 5 | -2 | 1 | -1 | 5 | 8
COCc1nnc(NC(=O)CCCOc2ccccc2OC)s1 | 19 | 6 | 11 | -12 | 5 | -5 | 0 | 0 | 15 | 1 | 1
CCOc1cc(NC(=S)NCC2CCCO2)c(OCC)cc1NC(=O)c1ccccc1 (stereo not drawn) | 0 | -11 | -2 | -1 | 2 | -2 | -2 | -1 | -10 | -9 | 9
CC(=O)c1ccc(OCc2cc([N+](=O)[O-])cc3c2OCOC3)cc1 | -29 | 3 | -11 | 6 | -19 | 11 | -9 | -24 | -43 | 2 | -6
CCOC(=O)C1(CC2CC2)CCN(Cc2ccc(OC)cc2F)CC1 | 15 | 8 | 2 | 6 | 1 | 1 | -3 | -1 | -1 | -12 | -29
COC(=O)c1sccc1NC(=O)Cc1ccc(OC)cc1 | 9 | -34 | 8 | -3 | -18 | 1 | 10 | -4 | 0 | 5 | 0
CC(=O)Nc1ccc(S(=O)(=O)Nc2cccc(-c3cn4c(n3)SCC4)c2)cc1 | -2 | -1 | 8 | 4 | 13 | -1 | -9 | 1 | -15 | 1 | 1
Nn1c(C2CCC2)nc2cc(Cl)ccc2c1=O | 12 | 5 | 16 | 10 | -22 | 0 | 18 | 24 | -11 | 3 | -2
Cc1cccc(OCC(=O)OC(C)C(=O)Nc2ccc(S(=O)(=O)N3CCCCC3)cc2)c1 (stereo not drawn) | -1 | -7 | 15 | 11 | -48 | 20 | 2 | 8 | 4 | 4 | 2
CCN(CC)S(=O)(=O)c1cccc(C(=O)N[C@H](C(=O)OCC(=O)Nc2ccccc2)C(C)C)c1 | -7 | -20 | -33 | -19 | -9 | 14 | -2 | -4 | -10 | -15 | 2
COc1cc2ccccc2cc1C(=O)Nc1ccc(Cl)cn1 | -14 | -50 | -36 | -87 | -113 | -10 | -14 | -21 | -11 | -39 | -2
CCC(=O)Nc1ccc2c(c1)nc(CCNC(=O)c1ccco1)n2C | -8 | -16 | -21 | -12 | 2 | -11 | -7 | -16 | 6 | -2 | 2
O=C(Nc1cccnc1)C1CCC(CNS(=O)(=O)c2cccc3nsnc23)CC1 (stereo not drawn) | 21 | -37 | -10 | 12 | 12 | -4 | 30 | -24 | -2 | -2 | -14
CC(NC(=O)CSc1nc2c(c(C(F)(F)F)n1)CCc1ccccc1-2)c1ccccc1 (stereo not drawn) | 5 | 2 | -10 | 6 | 34 | -1 | -20 | -5 | 34 | 0 | 10
COc1ccc(OC)c(NC(=O)CCNS(=O)(=O)c2ccc3c(c2)c(=O)n(C)c(=O)n3C)c1 | 8 | -4 | 2 | 7 | 5 | -7 | -12 | -4 | 23 | -1 | 8
CCCN(CCC)C1Sc2ccc(C(=O)OC)cc2NC1=O (stereo not drawn) | 21 | 4 | 0 | 4 | -9 | 3 | -3 | 0 | 0 | 0 | 2
CCc1ccc(NC(=O)COC(=O)CCC2CCCC2)cc1 | -12 | -12 | 12 | 5 | -4 | 4 | 12 | 33 | 9 | -1 | -9

Only LRH-1 inv ag (2 entries from above):
| molecule | LRH-1 inv ag |
| --- | --- |
| CC(NC(=O)CSc1nc2c(c(C(F)(F)F)n1)CCc1ccccc1-2)c1ccccc1 (stereo not drawn) | -5 |
| CCC(=O)Nc1ccc2c(c1)nc(CCNC(=O)c1ccco1)n2C | -16 |

Other compounds.
SMILES | NR2F2 inh | NCOA1 inh | TROY signal inh | NCOA3 inh | Shn3 inh set2 | TRAIL sens C8 | CF NFkB block | LRH-1 inv ag | TWEAK-Fn14 inh | LMP1 NFkB inh | KKLEB cytotox
C[C@@H](C(=O)Nc1cccc(S(=O)(=O)N2CCOCC2)c1)N1C(=O)C2CC=CCC2C1=O (stereo partly drawn) | 4 | -9 | 3 | -1 | 1 | -7 | 1 | 2 | -3 | 3 | -3
CCOC(=O)c1sc(N)c(C#N)c1CSc1nc2ccc(C)cc2[nH]1 | 0 | 9 | -14 | -3 | 4 | -11 | -13 | 1 | -5 | -12 | 9
Cc1ccc2[nH]c(O)c(N=Nc3ccccc3C)c2c1 | -5 | -2 | -23 | 5 | -10 | 10 | -19 | 12 | -10 | -13 | 16
Cc1cccc(-n2nc3c(c2NC(=O)c2ccco2)CSC3)c1C | -1 | 7 | 3 | 14 | -1 | 9 | 8 | -17 | 18 | 0 | 2
CC(=O)c1ccccc1NC(=O)COC(=O)c1ccccc1NC(=O)c1ccccc1 | -8 | 2 | 0 | 3 | -10 | 4 | 4 | -5 | 31 | -17 | -10
CCCc1c(C(=O)N/N=C/C(C)=C/c2ccco2)nnn1-c1nonc1N | 10 | -4 | 9 | -15 | -25 | -1 | -13 | -11 | 3 | -4 | 7
CCc1nnc(NC(=O)CCN(c2ccc(C)cc2)S(=O)(=O)c2ccccc2)s1 | 1 | 8 | -1 | 3 | -21 | -6 | -1 | -3 | -1 | 5 | -1
CC(C)C1C2=C(CC(C)(C)CC2=O)ON1c1ccccc1 (stereo not drawn) | 17 | -4 | -19 | 7 | -10 | 3 | -1 | 4 | 2 | 0 | -6
O=[N+]([O-])c1ccc(CSc2nnc(SCc3ccccc3)s2)cc1 | 2 | -5 | 3 | -14 | -10 | -7 | 6 | 2 | -12 | -11 | -6
CCCOP(=O)(c1ccc(N(C)C)cc1)C(O)c1cc(OC)c(OC)c(OC)c1 (stereo not drawn) | -4 | 0 | -13 | 15 | 0 | -21 | 17 | -6 | 2 | 0 | -2
CC(=O)c1ccc(NC(=O)Cn2cnc(S(=O)(=O)N3CCC(C)CC3)c2)cc1 | 23 | 9 | 2 | -23 | -6 | 4 | -5 | -5 | 6 | 8 | 0
O=C(Nc1cccnc1)C1CCN(S(=O)(=O)c2cccs2)CC1 | 3 | -5 | -20 | 13 | 6 | 5 | 9 | -10 | 8 | 3 | -1
COc1ccc([C@H]2CC(=O)C=C(c3ccc4ccn(C)c4c3)C2)cc1 | -5 | -32 | -52 | -12 | -32 | 21 | 13 | -25 | -26 | -26 | -6
COc1ccccc1C(=O)N1CCN(C(=O)[C@H]2O[C@@H](n3cnc4c(N)ncnc43)[C@H](O)[C@@H]2O)CC1 | -2 | -1 | 3 | 0 | 4 | 19 | -14 | -18 | 2 | x | -7
CNC(=O)CN(C)S(=O)(=O)c1ccc(F)cc1 | 5 | 3 | -3 | -10 | -17 | 0 | -1 | -9 | 3 | 8 | 9
Cc1ccc(NC(=O)Cc2ccsc2)cc1Cl | -8 | -20 | -19 | -45 | -56 | -8 | 9 | -20 | 0 | -13 | 1
COc1ccc(-c2csc(NC(=O)c3c(OC)cccc3OC)n2)cc1 | 6 | 0 | 9 | 8 | 6 | -20 | -4 | -4 | -14 | 7 | -4
CC(OC(=O)CCCN=C1NS(=O)(=O)c2ccccc21)C(=O)Nc1ccccc1[N+](=O)[O-] (stereo not drawn) | 5 | 4 | 2 | -4 | 2 | 11 | 24 | 4 | -6 | -4 | -9
O=C(CN1C(=O)NC2(CCCCCCC2)C1=O)N1CCc2ccccc2C1 | 9 | -13 | -16 | -3 | 8 | -3 | 8 | 6 | 7 | 2 | 2
O=C(c1ccccc1)N(Cc1nc2ccccc2c(=O)[nH]1)C1CCCC1 | 21 | -3 | 32 | 7 | 6 | 0 | 0 | -15 | 7 | 1 | -1
COc1ccc([C@@H]2CC(=O)[C@@H]3CN(S(=O)(=O)c4ccc(Cl)cc4)[C@H](c4ccc(C)cc4)C[C@@H]3N2S(=O)(=O)c2ccccc2)cc1 | 24 | -2 | 1 | -18 | 5 | 6 | 15 | -6 | 6 | x | -3
O=C(CCN1C(=O)C2CC=C(Cl)CC2C1=O)NCc1ccccc1 (stereo not drawn) | -3 | -19 | -1 | -7 | -75 | -3 | -6 | -11 | 19 | -4 | -2
CCc1ccc(C(=O)CSc2n[nH]c(-c3ccncc3)n2)cc1 | 17 | -9 | 17 | 20 | -16 | 11 | 8 | 10 | -8 | 5 | -1
COC(=O)CN(c1ccccn1)S(=O)(=O)c1ccccc1 | 7 | -8 | 19 | 9 | 5 | -3 | 10 | 18 | -24 | 5 | 2
O=C(NCCc1nc(-c2ccccc2)cs1)c1ccc(Br)cc1 | 24 | 9 | 4 | 8 | -8 | 21 | -18 | 20 | 9 | 6 | -2
C=CCN(CC=C)C(=S)Nc1ccc(OC)c(OC)c1 | 17 | 0 | -2 | 0 | -17 | -2 | 3 | -12 | -17 | -5 | -9
CCOC(=O)c1ccc(OCCOc2ccccc2C)cc1 | -3 | -9 | -33 | -8 | 2 | -19 | -10 | 10 | -9 | -2 | 0
